ELG1 repair inh: blocks ELG1-dependent DNA repair in HEK293T cells. 330,000 compounds, 2.3% hits. Potency, µM (series often up to 46.1 µM), for the others: at the highest dose activity change, negative = inhibition, hits mostly inhibitors. HEK293T ELG1-luciferase reporter, luminescence, 16 h; DNA damage induced by 5-fluorouridine; further: potency means the concentration at half of the fitted maximal effect; on the % scale 0 is the no-effect control and ±100 the full control effect; nearly all actives have a fitted effect of over 55% in size
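Step one: seed 2,000 cells per well. Step two: pin-transfer compound or DMSO alongside 5-fluorouridine. Step three: incubate 16 hr, 37 °C, 5% CO2. Step four: add ONE-Glo, wait 30 min, read luminescence.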
Mito fusion act: blocks mitochondrial division or promotes mitochondrial fusion. Potency, µM (top dose mostly 46.1 µM), for the others: at the top dose growth rescue (activation), usual class: activators. 320,000 compounds, 0.23% hits. AID 485298. S. cerevisiae fusion-defective mutant growth rescue, CellTiterGlo 48 h;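 further: potency means the concentration at half of the fitted maximal effect; % of control where 0% means no effect; nearly all actives have a fitted effect of over 45% in size; temperature-sensitive fusion mutants such as fzo1-1 at 37 °C on non-fermentable ethanol glycerol medium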
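Read-out: ATP-based luminescence (CellTiterGlo, 10 min ambient) reporting growth of fusion-defective ts yeast after 48 hours at 37C on glycerol/ethanol YPEG medium in the presence of compound.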
uPA surface inh: cell surface uPA generation inhibition. cell surface uPA generation assay, qHTS. Potency, µM (highest dose often 38.3 µM), for the others: top-dose activity change, negative = inhibition, usual class: inhibitors. 330,000 compounds, 0.31% hits; active means well fitted inhibition curve with a large enough effect; inconclusive means small, poorly fitted or top-dose-only effect; inactive means no such curve, though single readings can be large or run the other way; tested in mouse RAW 264.7 cells; further: potency means the concentration at half of the fitted maximal effect; on the % scale 0 is the no-effect control and ±100 the full control effect; nearly all actives have a fitted effect of over 55% in size
Chronic BCR inh: inhibitors of chronic active B-cell receptor signaling. 340,000 compounds, 0.05% hits. ABC-DLBCL IkBa-CBG/CBR reporter, luminescence ratio, 4 h. Potency, µM (doses to about 46.1 µM), without a hit: at the highest dose ratio change, negative = lower green/red ratio, hits mostly inhibitors; active means well fitted inhibition curve with a large enough effect in the signal ratio, with a control signal flat, not every such curve was filed as active; inconclusive means small, poorly fitted or top-dose-only effect, or effect the other way, or a change in a side signal; the % refers to the signal ratio;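 further: potency means the concentration at half of the fitted maximal effect; plate controls were basal doxycycline-induced cells for no effect and cells given 10 µM MG132 for full effect; MG132 reads +100%, hits lower the ratio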
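TMD8 ABC-DLBCL cells carrying doxycycline-inducible green luciferase fused to IkappaBalpha plus unfused red luciferase were exposed to compounds (up to 46 uM) for 4 hrs at 37C. Activity came from the overlap-corrected green/red luminescence ratio.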
USP2a inh: blocks human ubiquitin-specific protease USP2a. O75604. USP2 core, Ub-CHOP2 coupled fluorogenic reporter, 485/531. Potency, µM (titrated, usually from 38.3 µM), inactives show at the top dose activity change, negative = inhibition, usual class: inhibitors. 330,000 compounds, 0.01% hits;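 further: potency means the concentration at half of the fitted maximal effect; plate controls were DMSO wells for no effect and full inhibition by NEM control for full effect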
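Cell-free coupled assay: 10nM USP2 core preincubated 30min RT with compound in Tris-HCl pH 8.0/CaCl2/CHAPS buffer, then 25nM Ub-CHOP2 and 25nM reporter substrate; fluorescence (Ex 485/Em 531) read after 60min RT, normalized to NEM inhibition, concentration-response curves fitted.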
Tb PFK block: T. brucei PFK enzyme inhibition. Potency, µM (titrated, usually from 57.5 µM), without a hit: top-dose activity, negative = inhibition, most hits filed as inhibitors. 330,000 compounds, 0.17% hits. O15648. AID 485367. T. brucei PFK, ADP-Glo luminescence;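 further: potency means the concentration at half of the fitted maximal effect; 0% = uninhibited 1x PFK enzyme wells and -100% = no-enzyme wells; nearly all actives have a fitted effect of over 60% in size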
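Compounds were pin-transferred as a titration series up to 57 uM into substrate buffer (0.5 mM F6P, 0.1 mM ATP, pH 8.0), then 1.25 nM PFK was added and reactions ran 45 min before ADP-Glo detection.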
Eya2 inh: blocks the phosphatase activity of human Eya2; O00167; recombinant Eya2, OMFP fluorescence dephosphorylation (OMFP is methylfluorescein phosphate); Potency, µM (doses to about 76.9 µM), for inactives: at the highest dose activity, negative = inhibition, hits mostly inhibitors; 330,000 compounds, 0.006% hits; AID 488837; further: potency means the concentration at half of the fitted maximal effect; on the % scale 0 is the no-effect control and ±100 the full control effect
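Eya2 (0.2 uM) preincubated 10 min at ambient with compound, then OMFP substrate added at 50 uM; 10 min reaction in 50 mM HEPES pH 7.5, 50 mM NaCl, 5 uM MgCl2, 0.05% BSA, 1 mM DTT. Fluorescence read at Ex 485/Em 525 nm.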
TSG101-PTAP inh: blocks PTAP/TSG101 interaction to inhibit HIV-1 budding | Fluorescence polarization, FITC-PTAP peptide / Tsg101 binding | Potency, µM (series often up to 115 µM), for inactives: top-dose activity change, negative = inhibition, hits mostly inhibitors | 340,000 tested, under 10 active; active means well fitted inhibition curve with a large enough effect in the main read-out, with a control signal flat, not every such curve was filed as active; inconclusive means small, poorly fitted or top-dose-only effect, or effect the other way, or a change in a side signal; inactive means no such curve, though single readings can be large or run the other way; further: potency means the concentration at half of the fitted maximal effect; % of control where 0% means no effect
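Compounds were pin-transferred onto Tsg101 binding domain (10 uM final) in HEPES pH 7.5 buffer, then FITC-PTAP peptide was added at 50 nM final. After 20 min at RT, polarization reported peptide displacement across a qHTS concentration series.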
B2AR arrestin: beta2AR (human) beta-arrestin recruitment activity; P07550; beta-arrestin recruitment to beta2AR, cell-based reporter; Potency, µM (doses to about 46.1 µM), for the others: at the highest dose activation, usual class: activators; 330,000 compounds, 0.02% hits; AID 492947;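 further: potency means the concentration at half of the fitted maximal effect; 0% = DMSO controls and full agonism = EC100 isoproterenol or metaproterenol; nearly all actives have a fitted effect of over 65% in size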
TCR act: activates T cell receptor signaling | AID 504894 | primary human leukocytes, anti-CD3, IL-2 HTRF, 48 h | Potency, µM (highest dose often 9.22 µM), without a hit: at the highest dose activation of IL-2 secretion, usual class: activators | 330,000 tested, under 10 active; further: % of control where 0% means no effect
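Primary human leukocytes incubated 48 hr with anti-CD3 beads plus compound, without co-stimulation. Secreted IL-2 measured by HTRF (europium cryptate/d2 anti-IL-2 pair, 320 nm excitation, 665 nm emission).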
TSHR antagonist: antagonists of human thyroid stimulating hormone receptor; P16473; 330,000 compounds, 0.2% hits; activity change, negative = inhibition, % at 11.5 µM; TSHR-expressing cells, TSH-stimulated cAMP HTRF, 2 h; hits give low values;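 active means activity change below a set negative limit, meaning inhibition stronger than a set level, cut at about -70% in these data; inconclusive means activity change between two set negative limits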; further: on the % scale 0 is the no-effect control and ±100 the full control effect
Target sequence (P16473 whole entry, looked up): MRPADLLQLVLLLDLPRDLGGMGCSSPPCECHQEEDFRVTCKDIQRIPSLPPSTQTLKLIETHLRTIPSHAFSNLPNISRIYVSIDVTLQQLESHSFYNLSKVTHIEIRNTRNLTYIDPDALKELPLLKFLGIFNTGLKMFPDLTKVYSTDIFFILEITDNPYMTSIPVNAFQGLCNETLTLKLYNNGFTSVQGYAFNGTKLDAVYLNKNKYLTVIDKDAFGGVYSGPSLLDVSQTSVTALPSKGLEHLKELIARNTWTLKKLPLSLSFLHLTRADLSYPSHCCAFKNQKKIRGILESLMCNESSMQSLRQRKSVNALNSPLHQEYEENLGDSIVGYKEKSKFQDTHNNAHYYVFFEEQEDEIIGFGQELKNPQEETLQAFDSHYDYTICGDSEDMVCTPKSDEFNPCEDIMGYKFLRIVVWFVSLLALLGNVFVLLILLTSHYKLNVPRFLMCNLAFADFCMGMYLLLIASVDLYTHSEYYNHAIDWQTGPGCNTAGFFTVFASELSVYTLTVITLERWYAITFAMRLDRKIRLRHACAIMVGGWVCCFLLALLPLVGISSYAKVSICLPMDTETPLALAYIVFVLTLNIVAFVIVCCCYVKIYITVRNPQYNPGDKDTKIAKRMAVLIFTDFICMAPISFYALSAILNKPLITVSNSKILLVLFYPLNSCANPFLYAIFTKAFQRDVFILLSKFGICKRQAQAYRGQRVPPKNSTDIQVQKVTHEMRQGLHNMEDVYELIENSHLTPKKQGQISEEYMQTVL
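Read-out is FRET at 665 nm (cryptate excitation 337 nm) from a cryptate-tagged anti-cAMP antibody, competed by cell cAMP against cAMP-d2. Compounds are tested on freshly harvested TSHR cells challenged with 4nM TSH (EC80) for 2 hours at 37 deg C.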
An asterisk follows results filed as active; ? = inconclusive; nt = no result given; & = joins results of further samples; [ ] = remark or other dose. Unless noted, the call rests on the fitted dose curve; in most records, active means well fitted curve in the direction sought with a large enough effect; inconclusive means small, poorly fitted or top-dose-only effect, or another doubt; inactive means no such curve, though single readings can be large; an effect the other way counts as inactive or inconclusive.

item	SMILES	ELG1 repair inh	Mito fusion act	uPA surface inh	Chronic BCR inh	USP2a inh	Tb PFK block	Eya2 inh	TSG101-PTAP inh	B2AR arrestin	TCR act	TSHR antagonist
1	Cc1c(C)n(Cc2ccccc2)c2ncnc(Cl)c12	-20%	-2%	?	-6%	1%	4%	-8%	-5%	-0.3%	-1%	-15
2	N#Cc1ccccc1Cn1cc(C#N)c2ccccc21	2%	12%	4%	-16%	2%	-24%	-1%	-2%	-1.1%	1%[46.1 µM]	1
3	Clc1ccc(Nc2ncn[nH]2)c(Cl)c1	15%	-2%	-2%	-5%	3%	-4%	-7%	-4%	0.0%	0%	3
4	CC(=O)Nc1ccc(N2Cc3ccccc3C2)cc1	14%	0%	3%	1%	-1%	2%	-4%	3%	-0.2%	-7%	2
5	COc1cc(C)c(Cl)cc1S(=O)(=O)NCc1ccco1	0%	-6%	-1%	-1%	2%	5%	18%	-4%	-0.3%	-2%	-20
6	Cc1ccc(O)c(C(=O)/C=C/c2ccc3c(c2)OCCCO3)c1	?	18%	3%	?	-7%	4%	-6%	0%	-1.5%	11%[46.1 µM]	-16
7	N#Cc1ccccc1CSCCNC(=O)Cc1c(F)cccc1Cl	19%	6%	1%	9%	0%	4%	16%	0%	-0.1%	-6%	9
8	O=C(CSc1nc2ccccc2c(=O)n1-c1ccc(F)cc1F)Nc1ccc2c(c1)CCC2	2%	19%	7%	?	-1%	-3%	-11%	-2%	0.6%	4%[46.1 µM]	-7
9	Cc1ccc(-c2cc(C(=O)N/N=C/c3ccco3)[nH]n2)cc1	?	-3%	-2%	7%	7%	-2%	-1%	-2%	-0.1%	1%	-5
10	Cn1nccc1C(=O)N1CCCC(C(=O)c2ccc(Oc3ccccc3)cc2)C1 (stereo unspecified)	-11%	31%	2%	2%	1%	5%	?	-8%	-0.4%	2%	-4
11	CC(=O)c1ccc(NC(=O)N2CCc3ccccc3C2)cc1	?	-1%	1%	8%	3%	0%	3%	0%	0.0%	-1%	-3
12	O=C(c1cc(COc2ccc(F)cc2Cl)on1)N1CCCC(c2ccccc2)C1 (stereo unspecified)	-20%	?	0%	-13%	-1%	-4%	-8%	0%	-0.7%	-22%	-19
13	Cc1ccc(NC(=O)COc2ccc(/C=C3/NC(=O)NC3=O)cc2)cc1	-11%	0%	1%	5%	3%	2%	14%	-1%	0.0%	-4%	-1
14	Cc1cccc(OCC(=O)NCCCNC(=O)c2ccc(C)nc2)c1	2%	3%	0%	4%	0%	-9%	-2%	1%	-0.2%	-5%	7
15	CN1C2C=C(N(CCc3c[nH]c4ccccc34)C(=O)c3ccc(Cl)cc3)CC1CC2 (stereo unspecified)	-7%	-5%	4%	?	1%	-3%	-12%	-2%	-0.5%	2%	2
16	CC(=O)c1cccc(NC(=O)COC(=O)CCC(=O)c2ccc(F)cc2)c1	8%	nt	-1%	0%	1%	4%	-7%	-2%	-0.2%	1%	1
17	COc1cc(NC(=O)c2cc(OC)c(OC)c(OC)c2)c(OC)cc1NC(=O)CN1CCCCC1	?	5%	9%	-1%	1%	-1%	-21%	0%	0.2%	-2%	0
18	CC(C)(Oc1ccc(Cl)cc1)C(=O)NCCN1C(=O)S/C(=C/c2cccnc2)C1=O	?	19%	1%	-18%	3%	3%	6%	-1%	-1.1%	5%[46.1 µM]	1
19	CC(=O)c1sc(Nc2ccccn2)nc1C	?	4%	-1%	?	0%	-4%	-6%	-5%	0.2%	1%	8
20	C=CCc1c(C)nc(SCC(N)=O)[nH]c1=O	3%	-1%	nt	-9%	0%	0%	4%	-7%	-0.9%	-2%	3
21	Cc1cccc(C)c1NC(=O)CN(C)C(=O)CC1OC(=O)c2ccccc21 (stereo unspecified)	7%	-4%	-1%	2%	4%	0%	3%	-3%	0.3%	1%	6
22	CC(NC(=O)c1cccc(Cl)c1)C1CC2CCC1C2 (stereo unspecified)	-3%	17%	1%	-7%	-2%	-8%	13%	-1%	-0.3%	-5%	-16
23	O=C(Cc1ccccc1)N/N=C\c1ccc(Br)o1	14%	-4%	nt	10%	2%	-12%	-3%	-12%	-0.5%	-7%	0
24	O=C(CSc1nnc(-c2ccco2)n1Cc1ccccc1)NC(=O)NCc1ccco1	?	-5%	-2%	-1%	2%	-1%	-4%	-5%	0.1%	5%	1
25	Cc1cccc(NC(=S)Nc2ccc(Oc3ccccc3)cc2)n1	26%	5%	1%	?	-14%	0%	2%	0%	6.7%	-11%[46.1 µM]	-35
26	CCN(CC)S(=O)(=O)c1ccc2c(c1)c(=O)c(C(=O)NCCN(C)CCc1ccccc1)cn2C	2%	0%	-8%	-7%	1%	0%	-24%	-4%	-0.1%	-1%	-2
27	C/C(=N\NC(=O)c1cc(C)oc1C)c1ccc(C)c([N+](=O)[O-])c1	12%	1%	-1%	?	1%	-2%	5%	-2%	-0.4%	-5%	-11
28	COc1ccc(C(=O)C2CCCN(C(=O)c3ccnn3C)C2)cc1OC (stereo unspecified)	13%	-17%	-15%	-2%	4%	1%	4%	-6%	0.1%	-1%	13
29	Cn1c2cc(Br)sc2c2cnn(Cc3ccc(F)cc3)c(=O)c21	nt	0%	nt	5%	0%	-2%	-2%	nt	-0.2%	nt	4
30	O=c1[nH]nc(CNc2ccc(C(F)(F)F)cc2)c2ccccc12	14%	-6%	-4%	?	5%	2%	6%	-5%	-0.3%	-1%	-8
31	CCCC(=O)Nc1cccc(-c2nc3ccccc3c(=O)o2)c1	?	2%	-8%	?	2%	0%	2%	0%	0.2%	0%	-2
32	Cn1c(=O)c2c(nc(NN=C3CCCCC3)n2C)n(C)c1=O	-12%	3%	-9%	?	2%	0%	10%	-2%	-1.0%	2%	-1
33	NC(=O)c1cccc(-c2noc(-c3ccccc3F)n2)c1	?	6%&4%	?	?	2%&2%	1%&0%	0%&7%	nt	-0.3%&0.3%	-2%	-22&-10
34	COc1cc(OC)cc(Oc2ccc(S(=O)(=O)N3CCCCC3)cc2[N+](=O)[O-])c1	-12%	4%	5%	?	-1%	2%	-6%	0%	-0.1%	3%	-1
35	COc1ccc(/C=C/c2nc(N)nc(-c3ccccc3O)n2)cc1	-9%	1%	6%	0%	2%	0%	1%	-7%	-1.1%	-3%	-36
36	Cc1noc(C)c1COc1ccc(CC(=O)NC2CCCCCC2)cc1	?	-1%	-4%	?	0%	-4%	5%	-2%	-0.3%	4%	-21
37	CC(C)(C)c1ccc2c(c1)N(CC(=O)O)C(=O)CO2	7%	3%	nt	-1%	1%	1%	-24%	-6%	0.1%	0%	32

A stretch taken from the entries so far, for reference:
item	SMILES	ELG1 repair inh	Mito fusion act	uPA surface inh	Chronic BCR inh	USP2a inh	Tb PFK block	Eya2 inh	TSG101-PTAP inh	B2AR arrestin	TCR act	TSHR antagonist
31	CCCC(=O)Nc1cccc(-c2nc3ccccc3c(=O)o2)c1	?	2%	-8%	?	2%	0%	2%	0%	0.2%	0%	-2
32	Cn1c(=O)c2c(nc(NN=C3CCCCC3)n2C)n(C)c1=O	-12%	3%	-9%	?	2%	0%	10%	-2%	-1.0%	2%	-1

High-throughput results deposited in PubChem BioAssay by National Center for Advancing Translational Sciences (NCATS).

The order is random. About 3% of those tested had a hit in this group.
